Source: PubChem BioAssay
N370S GC: inhibits or activates N370S mutant glucocerebrosidase. 330,000 compounds, 0.092% hits. N370S GC spleen homogenate, 4MU-glucoside fluorescence. AID 2101. Potency, µM (highest dose often 59.4 µM), without a hit: top-dose activity change, negative = inhibition, actives largely listed as inhibitors. P04062;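 also: 0% = full enzyme activity and -100% = no enzyme basal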
FEN1 inhibitor: blocks human flap endonuclease 1; Recombinant FEN1 flap cleavage, fluorescence, 15 min; 390,000 compounds, 0.35% hits; Potency, µM (doses to about 114 µM), for inactives: at the top dose activity change, negative = inhibition, hits mostly inhibitors; also: nearly all actives have a fitted effect of over 65% in size
Target sequence (P39748 whole entry, looked up): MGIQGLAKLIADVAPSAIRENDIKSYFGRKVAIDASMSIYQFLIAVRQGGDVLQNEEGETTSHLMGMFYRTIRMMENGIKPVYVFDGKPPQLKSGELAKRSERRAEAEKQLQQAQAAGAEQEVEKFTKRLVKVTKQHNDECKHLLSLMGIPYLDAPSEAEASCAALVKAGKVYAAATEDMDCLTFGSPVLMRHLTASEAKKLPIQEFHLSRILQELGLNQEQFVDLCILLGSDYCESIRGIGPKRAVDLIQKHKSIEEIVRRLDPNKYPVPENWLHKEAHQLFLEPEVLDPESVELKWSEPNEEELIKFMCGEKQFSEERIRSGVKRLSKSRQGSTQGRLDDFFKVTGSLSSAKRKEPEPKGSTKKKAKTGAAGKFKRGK
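Potency values derive from four-parameter Hill fits of normalized qHTS data. The reaction used 10 nM FEN1 preincubated 15 min at room temperature with compound, then 50 nM DNA substrate, read at 0 and 15 min.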
GCN5L2 inh: blocks human GCN5L2 histone acetyltransferase; AID 504327; 390,000 compounds, 0.21% hits; GCN5L2 HAT assay, ThioGlo1 CoA-SH fluorescence; Potency, µM (doses to about 58.9 µM), for the others: top-dose activity change, negative = inhibition, most hits filed as inhibitors; Q92830
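Compounds, pin-transferred from DMSO stocks, meet 20nM GCN5L2 for 15 min before the reaction begins with H3(1-25) peptide (75uM) and acetyl-CoA (70uM). Thiol-reactive ThioGlo1 reports CoA release over 20 min at room temperature.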
Numbers without * were called inactive; ? = inconclusive; / = no result given; & = joins results of further samples; [ ] = remark or other dose. Calls follow the shape of the dose curve; as a rule, active = well fitted curve in the direction sought with a large enough effect; inconclusive = small, poorly fitted or top-dose-only effect, or another doubt; inactive = no such curve, though single readings can be large; an effect the other way counts as inactive or inconclusive. Unless noted, % is scaled to controls: 0 for no effect and ±100 for the full control effect; potency is read from the fitted curve at half-maximal effect.

1	COc1ccc(S(=O)(=O)NC2CC2)cc1-n1cnnn1
2	COC(=O)/C(N=Nc1cccc(C(F)(F)F)c1)=C(\C)O
3	CC(Sc1nnc(C2CC2)n1C)C(=O)Nc1ccc(N2CCOCC2)cc1 (stereo not drawn)
4	COC(=O)c1ccc(/C=C/c2c(-c3ccc(OC)cc3)oc3ccc(N4CCOCC4)cc23)cc1
5	COc1cccc(NC(=O)CSc2nc3c([nH]c4ccccc43)c(=O)n2C)c1
6	CC(=O)c1ccc(NC(=O)C(C)Sc2ccccn2)cc1 (stereo not drawn)

Screen / compound no. | 1 | 2 | 3 | 4 | 5 | 6
N370S GC | 7% | 4% | 2% | 0% | ? | 8%
FEN1 inhibitor | -1% | 2% | 2% | -15% | -4% | 20%
GCN5L2 inh | 2% | -2% | 3% | -13% | -8% | -2%

7	O=C(CSc1nnc(Nc2ccccc2F)s1)NC1CCCC1
8	Nc1ccc(N=Nc2ccc(N)cc2)cc1
9	O=C(Nc1ccc2c(c1)oc1ccccc12)c1ccc(Br)o1
10	CCOC(=O)c1c(S(=O)(=O)N2CCCC(C(=O)NCc3ccc(Cl)cc3)C2)c(C)n(C)c1C (stereo not drawn)
11	CCOc1ccc(CCNC(=O)c2oc3c(c2C)-c2[nH]ncc2CC3)cc1OCC
12	Cc1ccc(-n2nc(C)c3c2OC(N)=C(C#N)C3c2ccco2)cc1 (stereo not drawn)

Screen / compound no. | 7 | 8 | 9 | 10 | 11 | 12
N370S GC | / | -13% | 23% | / | 0% | 1%
FEN1 inhibitor | 19% | 7% | -4% | -10% | 1% | -19%
GCN5L2 inh | -5% | -10% | -10% | -8% | -8% | -22%

13	O=C(Cc1ccccc1[N+](=O)[O-])OCc1cccc([N+](=O)[O-])c1
14	COCCCNC(=S)NNC(=O)c1cc(-c2ccncc2)nc2ccccc12
15	COc1ccc(/C(C)=N/NC2=NCCN2)cc1Cl
16	COc1ccc(C(=O)NC(C)CCc2ccccc2)c(OC)c1 (stereo not drawn)
17	Cc1ccc(NC(=O)CSc2nc(-c3ccc(F)cc3)nc3c2Cc2c(CO)cnc(C)c2O3)cc1C
18	COc1cc(/C=C2\SC(=Nc3ccc(Cl)c(C(=O)O)c3)NC2=O)c(Br)c(Br)c1O

Screen / compound no. | 13 | 14 | 15 | 16 | 17 | 18
N370S GC | -3% | -14% | -8% | 21% | / | -4%
FEN1 inhibitor | / | 0% | 0% | 8% | 18% | 25µM*
GCN5L2 inh | -1% | -7% | -4% | 10% | -2% | ?

19	CCN(CC(=O)Nc1cccc(C#N)c1)CC(=O)Nc1cccc(OC)c1
20	Cc1ccc(C2=NN(CCC(=O)NC3CCCC3)C(=O)CC2)cc1
21	COc1ccc2c(c1)c1c(c(=O)n(-c3ccc(C)cc3)c(=O)n1CC(=O)Nc1cc(C)ccc1C)n2C
22	Cc1nnc(SCC(=O)Nc2ccc(S(=O)(=O)Nc3ccc(Cl)nn3)cc2)s1
23	CN1CCCN(C(c2ccccc2)c2ccc(Cl)cc2)CC1 (stereo not drawn)
24	CS(=O)(=O)N1CCc2cc(C(=O)Nc3ccc(Cl)cc3)ccc21

Screen / compound no. | 19 | 20 | 21 | 22 | 23 | 24
N370S GC | 12% | -3% | / | 2% | 1%&-21% | 2%
FEN1 inhibitor | -3% | 7% | 3% | -17% | -1% | 15%
GCN5L2 inh | -1% | -5% | 2% | -18% | -1% | -15%

25	CC(=O)c1cccc(NC(=S)NC(=O)Cc2ccc(Cl)cc2)c1
26	CCOC(=O)N1CCC(N2CCN(S(=O)(=O)c3ccc(OC)cc3)CC2)CC1
27	CCOC(=O)c1cc(C)n(CC2CCC(C(=O)Nc3ccccc3OC)CC2)c1C (stereo not drawn)
28	COC(=O)CCCCC(=O)OC
29	CC1(C)Cc2c(sc3c2c(=N)n(Cc2ccco2)c(=O)n3Cc2ccc(F)cc2)CO1
30	CC(=O)Nc1ccc(S(=O)(=O)Nc2cc(-c3cn4ccccc4n3)ccc2C)cc1

Screen / compound no. | 25 | 26 | 27 | 28 | 29 | 30
N370S GC | 3% | -13% | / | -11% | 3% | /
FEN1 inhibitor | -2% | 1% | -2% | -2% | -18% | 0%
GCN5L2 inh | 2% | -4% | 1% | -7% | 1% | -5%

31	COc1cc(O)c2c(c1)COC2=O
32	CCOc1ccc2nc(CN3CCN(Cc4ccccc4OCC)C(CCO)C3)ccc2c1 (stereo not drawn)
33	CCCC(=O)NC(=S)Nc1ccc(N2CCOCC2)c(Cl)c1
34	Cc1nc2cc(F)ccc2n1C1CCN(S(=O)(=O)c2ccccc2)CC1
35	Cn1c(CCn2ccccc2=O)nc2cc(NC(=O)COc3ccccc3)ccc21
36	COc1ccc(N2CCN(C(CNC(C)=O)c3ccc4c(c3)OCO4)CC2)cc1 (stereo not drawn)

Screen / compound no. | 31 | 32 | 33 | 34 | 35 | 36
N370S GC | -9% | -7% | 17% | 5% | -16% | -8%
FEN1 inhibitor | -5% | -3% | -16% | -1% | 0% | 16%
GCN5L2 inh | 1% | 0% | 2% | 1% | ? | 0%

37	CCOC(=O)N1CCN(C(=O)CN(C)S(=O)(=O)c2ccc3c(c2)c(=O)n(C)c(=O)n3C)CC1
38	O=C(Cc1cccc2ccccc12)NNC(=O)Nc1ccc(Cl)cc1
39	COCCCn1c(=S)[nH]c2sc3c(c2c1=O)CCCS3
40	OC(COC(c1ccc(F)cc1)c1ccc(F)cc1)CN1CCCC1 (stereo not drawn)
41	CCOC(=O)N1CCN(Cc2nc3c(c(=O)n(C)c(=O)n3C)n2Cc2ccccc2)CC1
42	Cc1ccc(NC(=O)c2ccccc2OCC(=O)Nc2cccc(Cl)c2C)nc1

Screen / compound no. | 37 | 38 | 39 | 40 | 41 | 42
N370S GC | 2% | 2% | 12% | ? | 10% | ?
FEN1 inhibitor | -1% | -8% | -4% | -17% | -8% | /
GCN5L2 inh | -6% | -18% | ? | -9% | 1% | -1%

43	O=C(c1cccn1-c1nnc(N2CCCC2)s1)N1CCN(c2ccc(F)cc2)CC1
44	CC(C)Cc1ccc(S(=O)(=O)N2CCN(c3ccccn3)CC2)cc1
45	Cc1cccc(N(CC(=O)NCCc2ccccc2)C(=O)CCC(=O)Nc2ccccn2)c1C
46	CN(c1ccccc1)c1ccc(/C=C(\C#N)c2nnc3n2CCCCC3)cc1[N+](=O)[O-]
47	Cc1c(C(=O)N2CCC(N3CCSCC3)CC2)oc2c(F)cccc12
48	CC1CCCN(C(=O)c2ccc3c(c2)OCCO3)C1 (stereo not drawn)

Screen / compound no. | 43 | 44 | 45 | 46 | 47 | 48
N370S GC | / | -1% | -4% | -16% | -10% | /
FEN1 inhibitor | 9% | 2% | 0% | 3% | -5% | 1%
GCN5L2 inh | -3% | -12% | 0% | -7% | -2% | 2%

49	O=C(Nc1ccccc1F)C1CCN(C(=O)NC2CCCCC2)CC1
50	COCCN(C(=O)COC(=O)c1ccc(C)s1)c1c(N)n(Cc2ccccc2)c(=O)[nH]c1=O
51	O=C(Nc1ccccc1)N1CCCN(Cc2ccccc2F)C1
52	O=C(NCCN1CCOCC1)c1c(O)nc2ccccn2c1=O
53	COC(=O)[C@@H](N)CS
54	CN(CC(=O)Nc1cccc(F)c1)C(=O)CCC1CCCCC1

Screen / compound no. | 49 | 50 | 51 | 52 | 53 | 54
N370S GC | -9% | 10% | / | 5% | 15% | -9%
FEN1 inhibitor | 12% | -4% | 3% | 47%[activator] | 9% | -8%
GCN5L2 inh | -1% | 1% | -4% | -2% | ? | -5%

55	O=C(CSc1ccsc1[N+](=O)[O-])N1CCCCCC1
56	COCCCN1CN=C(Nc2nc3ccccc3o2)NC1
57	CCOC(=O)Cn1nnnc1C
58	Cc1ccc(NS(=O)(=O)c2ccc3c(c2)CCN3C(=O)C2CC2)c(C)c1
59	CC1(C)CC(=O)C(C=NCCN2CCN(CCc3ccccc3)CC2)=C(O)C1
60	COC(=O)C1=C(C)NC(=O)/C1=C\c1cc(C)n(-c2cc(C)cc(C)c2)c1C

Screen / compound no. | 55 | 56 | 57 | 58 | 59 | 60
N370S GC | 1% | 6% | -10% | / | 2% | /
FEN1 inhibitor | -2% | 1% | -3% | 10% | -3% | -1%
GCN5L2 inh | -18% | -5% | -3% | -3% | -2% | -10%

61	Cc1cc(N(C)Cc2ccccc2)nc2cc(O)ccc12
62	COC(=O)c1ccc(OC)c(Cn2c(=O)n(C)c(=O)c3ccccc32)c1
63	Cc1cc(C)c(S(=O)(=O)NCCCn2ccnc2)c(C)c1
64	CN(CC1CCN(CCc2cccc(C(F)(F)F)c2)CC1)C(=O)c1ccccc1
65	CCn1nc(C)c(CNC(=O)c2cc(COc3ccccc3SC)on2)c1C
66	Cc1ccc(CNC(=O)c2ccc(S(=O)(=O)N(C)C)cc2)n1C

Screen / compound no. | 61 | 62 | 63 | 64 | 65 | 66
N370S GC | ? | -15% | -12% | -8% | 5% | -10%
FEN1 inhibitor | -14% | 4% | 0% | -3% | -6% | 4%
GCN5L2 inh | -4% | -2% | 4% | 0% | -4% | -1%

67	Cc1cccc(C)c1OC(=O)CN1C(=O)c2ccccc2C1=O
68	Cc1ccc(O)c(-c2cc(C(=O)NCc3ccc4c(c3)OCO4)[nH]n2)c1
69	Cn1c2ccccc2c2cnn(CC(=O)Nc3cccc(F)c3)c(=O)c21
70	O=C(CCCN1C(=O)C2CCCCN2C1=O)N1CCN(c2ccc([N+](=O)[O-])cc2)CC1 (stereo not drawn)
71	O=c1n(Cc2ccc(Cl)cc2)c2sc3c(c2c2ncnn12)CCCC3
72	CCOc1ccc(N2C(=O)/C(=C/c3ccc(C)o3)N(C)C2=S)cc1

Screen / compound no. | 67 | 68 | 69 | 70 | 71 | 72
N370S GC | -7% | 10% | -7% | 12% | 14% | 0%
FEN1 inhibitor | 0% | 1% | 12% | -4% | ? | 3%
GCN5L2 inh | 0% | -3% | 0% | -5% | -17% | -21%

73	COc1cccc(CN(Cc2ccccc2F)S(=O)(=O)c2ccc(S(=O)(=O)NCc3ccccc3)cc2)c1
74	COc1ccc2nc3oc(C(=O)N4CCN(c5cccc(C(F)(F)F)c5)CC4)cc3cc2c1
75	Cc1nn2c(-c3ccc(S(=O)(=O)N4CCN(C)CC4)o3)nnc2c2ccccc12
76	O=C(CCSc1nc2cc(Cl)ccc2o1)N1CCOCC1
77	CCN(CC)C(=O)c1[nH]cnc1C(=O)N[C@@H](Cc1ccccc1)C(=O)OC(C)(C)C
78	Cc1ccc(-c2c(C#N)c(N)nc3c2CCCCCC3)o1
79	CCc1ccc2c(c1)cc(CN(C(=S)Nc1ccc(Cl)cc1)C1CC1)c1nnnn12
80	O=C(CSc1nc(=O)[nH]c2c1CCCC2)Nc1ccccc1C(F)(F)F

Screen / compound no. | 73 | 74 | 75 | 76 | 77 | 78 | 79 | 80
N370S GC | 1% | 7% | ? | 0% | 1% | 6% | -1% | /
FEN1 inhibitor | -1% | 7% | 1% | 1% | -8% | -7% | 2% | -1%
GCN5L2 inh | -8% | -5% | -3% | 2% | 1% | 1% | -7% | -4%
